PP5 inh – PP5 phosphatase inhibitors, primary screen, biochemical, fluorescence; Serine/threonine-protein phosphatase 5 (Homo sapiens), P53041; purified PP5c, OMFP substrate fluorescence; inhibition, % at 6.7 µM; 320,000 compounds, 0.18% hits; AID 1987, 2009;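 active = inhibition above the campaign's mean inhibition across all tested compounds plus 3 SD, cut at about 9.5% in these data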;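 also: 0% = DMSO only and 100% = 100 µM cantharidin control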
Fh CTSL1 inh – Fasciola hepatica cathepsin L1 inhibitors, primary screen, counter-screen for PFM18AAP inhibitor project, biochemical, QFRET, fluorogenic peptide substrate | 300,000 compounds, 0.49% hits | AID 1906, 2009 | inhibition, % at 5.96 µM | recombinant F. hepatica cathepsin L1, Z-Leu-Arg-MCA fluorescence;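 active = inhibition above the mean of all tested compounds plus 3 SD, set per screening campaign, cut at about 17% in these data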;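 also: 0% = plate median of test compound wells and 100% = 1 µM Z-Phe-Ala-diazomethylketone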
PP1 counter – PP1-alpha phosphatase inhibitors, primary screen, counter-screen for PP5 inhibitor project, biochemical, fluorescence, OMFP substrate, single point | purified PP1alpha | inhibition, % at 6.7 µM | 320,000 compounds, 0.9% hits | AID 2235, 2010;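 active = inhibition above the mean inhibition of all tested compounds plus 3 SD, computed separately for each screening campaign, cut at about 15% in these data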
procasp3 activ – activators of human procaspase-3 D3A mutant, primary screen, biochemical, absorbance, PC-3 D3A mutant, single concentration. Caspase-3 (Homo sapiens), P42574. recombinant procaspase-3 D3A, Ac-DEVD-pNA absorbance 405 nm. activation, % at 8.5 µM. 330,000 compounds, 0.11% hits. AID 463141, 2010;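 active = activation above the mean of all tested compounds plus 3 SD, cut at about 21% in these data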;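 also: 0% = DMSO alone and 100% = DMSO wells spiked with extra 5 µM PC-3 D3A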
Target sequence (P42574 whole entry D9A/D28A/D175A): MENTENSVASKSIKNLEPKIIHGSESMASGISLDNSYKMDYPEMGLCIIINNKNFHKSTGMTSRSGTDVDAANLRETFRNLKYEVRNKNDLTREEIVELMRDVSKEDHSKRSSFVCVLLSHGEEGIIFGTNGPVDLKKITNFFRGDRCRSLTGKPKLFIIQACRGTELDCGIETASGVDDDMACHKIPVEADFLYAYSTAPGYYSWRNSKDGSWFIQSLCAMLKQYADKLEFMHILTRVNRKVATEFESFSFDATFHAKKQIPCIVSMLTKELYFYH
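Evaluation: percent activation relative to control range; Material: Procaspase-3 D3A mutant, all three cleavage aspartates alanine; Compound: single dose, 8.5 µM nominal compound, 0.8% DMSO; Replication: one well per compound; Signal: absorbance at 405 nm, 0 and 120 min; Schedule: 1 h preincubation plus 2 h reaction at 25 °C.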
AHR activator – AHR activators, primary screen, cell-based, luminescence, luciferase reporter, human; Aryl hydrocarbon receptor (Homo sapiens), P35869; AHR-responsive luciferase reporter cells; activation, % at 5 µM; 320,000 compounds, 2.5% hits; AID 2796, 2010; in the data active = activation above about 47%;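 also: 0% = vehicle wells and 100% = reference agonist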
Target sequence (P35869 whole entry, looked up): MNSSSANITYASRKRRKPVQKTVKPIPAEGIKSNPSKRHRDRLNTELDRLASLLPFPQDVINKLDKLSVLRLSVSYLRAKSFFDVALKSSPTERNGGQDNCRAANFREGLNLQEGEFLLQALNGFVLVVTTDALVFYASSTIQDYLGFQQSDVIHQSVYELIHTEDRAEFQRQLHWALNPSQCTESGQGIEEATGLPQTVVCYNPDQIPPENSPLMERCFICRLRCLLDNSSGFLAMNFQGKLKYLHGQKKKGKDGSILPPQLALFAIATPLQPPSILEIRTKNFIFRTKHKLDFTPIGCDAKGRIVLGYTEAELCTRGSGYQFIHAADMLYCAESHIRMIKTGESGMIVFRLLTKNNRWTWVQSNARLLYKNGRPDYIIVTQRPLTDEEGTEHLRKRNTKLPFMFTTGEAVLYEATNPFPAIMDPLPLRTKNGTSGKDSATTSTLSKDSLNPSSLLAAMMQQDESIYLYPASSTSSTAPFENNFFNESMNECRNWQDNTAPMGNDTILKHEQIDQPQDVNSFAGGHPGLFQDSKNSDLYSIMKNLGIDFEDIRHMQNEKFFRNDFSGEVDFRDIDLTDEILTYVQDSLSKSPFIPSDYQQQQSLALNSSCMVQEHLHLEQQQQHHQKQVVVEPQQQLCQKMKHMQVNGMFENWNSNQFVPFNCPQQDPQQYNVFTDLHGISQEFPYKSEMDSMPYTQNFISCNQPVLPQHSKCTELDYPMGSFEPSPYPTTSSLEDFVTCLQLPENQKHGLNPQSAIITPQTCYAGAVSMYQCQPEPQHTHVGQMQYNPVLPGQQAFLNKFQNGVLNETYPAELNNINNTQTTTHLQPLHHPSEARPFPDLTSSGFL
PAFAH2 inh – PAFAH2 enzyme inhibitors, primary screen, biochemical, fluorescence polarization, human | inhibition, % at 3.39 µM | recombinant PAFAH2, FP-rhodamine activity probe | Platelet-activating factor acetylhydrolase 2, cytoplasmic (Homo sapiens), Q99487 | 340,000 compounds, 0.99% hits | AID 492956, 2010;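 active = inhibition above the mean over all tested compounds plus 3 SD, cut at about 30% in these data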;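 also: inhibitors block probe labeling of enzyme so polarization drops; 0% = enzyme with DMSO and 100% = wells lacking PAFAH2 protein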
TPT1 inhibitor – Candida albicans TPT1 enzyme inhibitors, primary screen, biochemical, fluorescence polarization; tRNA 2'-phosphotransferase TPT1 (Candida albicans SC5314); recombinant caTPT1, FP RNA substrate dephosphorylation; inhibition, % at 5 µM; 300,000 compounds, 0.81% hits;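 active = inhibition above the mean of all tested compounds plus 3 SD, set per screening campaign, cut at about 24% in these data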;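 also: plate controls were DMSO alone for no effect and ferristatin control at 100 nM for full effect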
core dimer inh – inhibitors of HCV core protein dimerization, primary screen, biochemical, TR-FRET, high-throughput; TR-FRET GST/Flag-core106 dimerization, 1536-well; inhibition, % at 5 µM; 300,000 compounds, 0.33% hits; AID 1899, 2009;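 active = inhibition above the mean of all tested compounds plus 3 SD, set per screening campaign, cut at about 45% in these data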
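Material: Tagged HCV core106 pair (GST and Flag) | Amount: GST-core106 13.5 nM, Flag-core106 17 nM | Medium: KF-containing HEPES buffer, pH 7.45, DTT, CHAPS, BSA | Reagent: Eu donor and XL665 acceptor anti-tag antibodies | Schedule: 4 h at 22.5 °C | Technique: Time-resolved FRET, ex 340 nm, em 617 and 671 nm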
proCasp7 act – procaspase-7 activators, primary screen, counter-screen for procaspase-3 activator project, biochemical, absorbance, HTS, human | Caspase-7 (Homo sapiens), P55210 | recombinant procaspase-7, Ac-DEVD-pNA absorbance 405 nm; D23A/D198A/D206A triple mutant, cannot self-cleave; scale: DMSO 0, 5 µM enzyme 100 | activation, % at 8.5 µM | 330,000 compounds, 0.093% hits | AID 463210, 2010;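 active = percent activation above the screen-wide mean plus 3 SD, cut at about 25% in these data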
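Replicates: singlicate. Assay system: Procaspase-7 triple mutant (PC-7 D3A). Signal: 405 nm absorbance of p-nitroaniline. Times: 1 h preincubation, 2 h reaction. Buffer or medium: Zinc-free HEPES pH 7.4 with 300 mM NaCl, 0.01% Triton X-100. Also added: DEVD-pNA substrate. Benchmarks: DMSO wells as 0%, DMSO with 5 µM added PC-7 as 100%.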
The depositor's hits bear a star; nt = no result given. Hits appear at their usual frequency; any-hit rate near 5.6%.

SMILES | PP5 inh | Fh CTSL1 inh | PP1 counter | procasp3 activ | AHR activator | PAFAH2 inh | TPT1 inhibitor | core dimer inh | proCasp7 act
COC(=O)NNS(=O)(=O)c1ccc(C)cc1 | -0.3 | -6 | -3 | -7 | 1 | -1 | 4 | -2 | 2
O=C(c1cnc2ccccc2n1)N1CCN(c2ccc(C(F)(F)F)cn2)CC1 | -1.0 | 0 | -4 | -2 | 0 | -1 | -1 | 3 | 9
COc1ccccc1C1C([N+](=O)[O-])=CC([N+](=O)[O-])=CN1C (stereo not given) | -0.4 | 5 | -1 | -2 | 1 | -2 | 42* | 5 | -9
O=C(NCCCN1CCCCC1)C1CCN(c2ncnc3c2nc2n3CCCCC2)CC1 | 3.2 | 1 | -3 | 3 | 1 | 12 | -2 | -9 | -5
CCOC(=O)C1(CC2CCCCO2)CCN(C(=O)Nc2ccc(C(=O)OC)cc2)CC1 (stereo not given) | 0.6 | 0 | 0 | -1 | -3 | -5 | -1 | -3 | 9
O=C(CCCc1nc(-c2ccccc2)no1)N1CCOCC1 | 1.2 | -4 | 0 | 11 | 3 | -1 | 0 | 10 | 12
COC(=O)NNC(=O)COc1cc(C)ccc1C | 1.1 | -9 | -1 | -3 | 2 | -2 | -3 | -6 | 6
O=C(Nc1ccc(Cl)c(C(F)(F)F)c1)NC1CC2CCCC(C1)N2C1CC1 (stereo not given) | 0.5 | 0 | 3 | -2 | 6 | -2 | -6 | -11 | 24
CC(C)(C)c1ccc(C(=O)NNC(=S)NCC2CCCO2)cc1 (stereo not given) | 0.1 | 0 | 0 | 4 | 4 | 4 | -2 | -7 | 8
Cc1ccc(C(=O)O)cc1S(=O)(=O)N1CCSCC1 | -1.2 | -1 | 1 | 1 | 3 | -11 | -1 | -4 | -1
O=C(COC(=O)c1cccs1)NC1CCCCC1 | 2.2 | -7 | 1 | -6 | 0 | 76* | -4 | -6 | -3
O=C(NC1CCCC1)C1CC(c2ccc(F)cc2)=NO1 (stereo not given) | 0.2 | 1 | -3 | -6 | 9 | -2 | -3 | 2 | 2
COc1ccc(-c2cc(C(=O)OCC(=O)N3CCCC3)c3ccccc3n2)cc1 | 1.4 | 0 | 1 | -6 | 2 | -2 | -2 | 5 | 6
Cc1cc(OCC(=O)Nc2ccccn2)c2c(C)cc(=O)oc2c1 | 0.2 | 1 | -2 | 7 | 5 | 5 | 1 | -1 | 9
O=C(CCN1C(=O)C2C3C=CC(C3)C2C1=O)N1CCN(c2ccc(F)cc2)CC1 (stereo not given) | -1.2 | 3 | -3 | 7 | 1 | 4 | 4 | -2 | -1
COc1ccc(NCCC#N)cc1 | 2.3 | 3 | -1 | -3 | 3 | -8 | 1 | -1 | -2
C#CCOCCOCCOCCNc1nc(N2CCN(C(=O)[C@H]([C@@H](C)O)n3cc(CCCCN)nn3)CC2)nc(N2CCN(C(=O)[C@H](CCCCN)n3cc(CCCC)nn3)CC2)n1 | -0.6 | 0 | -3 | 1 | -1 | 2 | -3 | 7 | -5
O=C(COc1ccc2c3c(c(=O)oc2c1)CCC3)NCc1cccnc1 | -3.8 | 2 | -2 | 7 | -4 | 0 | 0 | 3 | 4
COc1ccccc1/C=N/NC(=O)c1cccc(NC(=O)c2ccccc2C)c1 | 1.6 | 0 | 2 | 2 | 24 | 3 | 1 | 1 | 1
O=C(c1ccc(S(=O)(=O)Nc2ccc(F)cc2)cc1)N1CCN(C(=O)c2ccco2)CC1 | -0.8 | -1 | -2 | -2 | 2 | 0 | 0 | 4 | 3
CCOC(=O)CC(=O)CSc1nc(-c2ccccc2)cc(-c2ccccc2)c1C#N | 0.6 | 3 | 17* | -9 | 11 | -4 | 14 | -16 | -12
Cc1ccc(-c2nc(SCC(=O)Nc3cc(C)on3)c3c(=O)n(C)c(=O)n(C)c3n2)cc1 | 0.3 | 3 | -3 | -4 | -1 | 1 | 1 | 3 | 5
CCOC(=O)C1(Cc2cccc(Cl)c2)CCCN(C(=O)c2ccco2)C1 (stereo not given) | 0.9 | -1 | 3 | 3 | -1 | -2 | -1 | 4 | 3
CCn1c(SCC(=O)Nc2cccc(OC)c2)nnc1-c1ccc(Cl)cc1 | 3.4 | -4 | -4 | -6 | 1 | -1 | -1 | -2 | 7
COc1ccccc1C(=O)N(CCC1CCCN1C)c1nc2ccccc2s1 (stereo not given) | -0.6 | 3 | 0 | -12 | 16 | 0 | 4 | -1 | 6

Some of the entries above in a different format.
mol,PP5 inh,Fh CTSL1 inh,PP1 counter,procasp3 activ,AHR activator,PAFAH2 inh,TPT1 inhibitor,core dimer inh,proCasp7 act
COc1ccccc1C1C([N+](=O)[O-])=CC([N+](=O)[O-])=CN1C (stereo not given),-0.4,5,-1,-2,1,-2,42*,5,-9
COC(=O)NNC(=O)COc1cc(C)ccc1C,1.1,-9,-1,-3,2,-2,-3,-6,6
C#CCOCCOCCOCCNc1nc(N2CCN(C(=O)[C@H]([C@@H](C)O)n3cc(CCCCN)nn3)CC2)nc(N2CCN(C(=O)[C@H](CCCCN)n3cc(CCCC)nn3)CC2)n1,-0.6,0,-3,1,-1,2,-3,7,-5

Shown as a hit in PAFAH2 inh (from the list above):
smiles | PP5 inh | procasp3 activ | AHR activator | PAFAH2 inh | TPT1 inhibitor | core dimer inh
O=C(COC(=O)c1cccs1)NC1CCCCC1 | 2.2 | -6 | 0 | 76* | -4 | -6

(further entries)
SMILES | PP5 inh | Fh CTSL1 inh | PP1 counter | procasp3 activ | AHR activator | PAFAH2 inh | TPT1 inhibitor | core dimer inh | proCasp7 act
CC(CCC(=O)Nc1nncs1)C(=O)O (stereo not given) | -0.3 | -3 | 1 | 7 | -2 | -1 | 1 | 7 | 10
Cc1cc(C)c(S(=O)(=O)Nc2nnc(C3CCCCC3)s2)c(C)c1 | 4.6 | 2 | 5 | 5 | 0 | 7 | -4 | 10 | 1
CCC(CC)C(=O)Nc1cc(C(=O)NCCc2ccccc2)ccc1Cl | -0.5 | 2 | -3 | 7 | 4 | -2 | 3 | 2 | 1
Cc1ccc(NC(=O)c2cc(-c3cccc(O)c3)on2)cc1C | 3.6 | 3 | 0 | 4 | 4 | -20 | 3 | -5 | -6
COc1ccc(NC(=O)NNC(=O)c2cc3ccccc3cc2O)cc1 | 1.3 | 0 | 8 | 7 | 14 | -3 | 2 | -7 | 3
O=C(Nc1ccc2c(c1)OCCO2)c1ccc2ccccc2n1 | 3.3 | 3 | -2 | 8 | 52* | 4 | 0 | -3 | -1
O=C(N/N=C/c1cccs1)c1ccccn1 | -2.5 | 4 | -2 | 1 | 3 | 0 | 1 | -3 | 4
COc1ccc(/C=N/Nc2cc(OC)ncn2)cc1 | 5.6 | 5 | -3 | 2 | 1 | 1 | 0 | -10 | 3
CCN1C(=O)c2cccc3c(NC(=O)C4CCCCC4)ccc1c23 | 1.6 | 3 | -3 | -1 | 6 | 3 | 4 | -9 | -3
C=C(C)c1cccc(C(C)(C)NC(=O)NC2CC(C)(C)NC(C)(C)C2)c1 | 3.3 | 0 | -6 | 7 | -3 | -9 | -1 | -3 | 4
COc1ccc(S(=O)(=O)N(C)CC(=O)NCc2ccc3c(c2)OCO3)cc1 | -6.7 | 3 | -1 | 9 | 1 | -12 | -1 | -1 | 9
C=CCOc1ccccc1CN1CCC(Cc2ccccc2)CC1 | -0.1 | -3 | -3 | 7 | -1 | 1 | -2 | 2 | -5
CC(C)(C)C(=O)[C@@H]1[C@@H]2C(=O)N(c3ccc4c(c3)OCCO4)C(=O)[C@@H]2C2c3ccccc3C=CN21 (stereo not given in full) | -1.6 | 0 | 9 | -19 | 14 | 8 | -2 | 24 | -20
C=C(C)CNC(=S)/N=c1\scc(C)n1CC | 0.0 | -3 | -2 | 9 | 1 | -6 | -1 | 3 | 8
COc1cc(/C=C/C(=O)OCC(=O)Nc2oc(C)c3c(C)n[nH]c(=O)c23)ccc1OC(F)F | 2.6 | 15 | -3 | 0 | 2 | 3 | -3 | -1 | -2
COCCCn1c(=O)c2sccc2n(Cc2cccc(F)c2)c1=O | 4.2 | 5 | -2 | -2 | -2 | -4 | -1 | 3 | 9
Cc1ccc(C(=O)C(C)Oc2ccc3ccc(=O)oc3c2)cc1 (stereo not given) | 3.4 | 4 | 5 | 6 | 0 | -5 | 0 | -3 | 1
C=CCN1C(=O)C(CC(=O)O)SC1=Nc1ccc(N=Nc2ccccc2)cc1 (stereo not given) | 2.0 | -1 | -3 | 4 | 0 | -5 | 1 | 9 | 21
O=C(CN1CCN(CC(=O)Nc2ccccn2)CC1)Nc1ccccn1 | -5.2 | -4 | -4 | -2 | 4 | 6 | 1 | -1 | -7
Cn1c(=O)[nH]c(=O)c2c1nc(N1CCCCC1)n2CCSc1ncccn1 | -0.7 | -2 | 2 | -4 | 9 | -4 | 0 | 5 | 9
O=C(CN1C(=O)c2ccccc2S1(=O)=O)Nc1ncc(Cl)cc1Cl | nt | nt | nt | 1 | 5 | 26 | nt | nt | 2
O=C(CSc1ccc(S(=O)(=O)N2CCOCC2)cn1)Nc1ccc(F)c(F)c1 | -1.0 | nt | -1 | -8 | 1 | 1 | nt | nt | -1
Cc1ccc2nc(SCC(=O)Nc3cc(C(F)(F)F)ccc3N3CCOCC3)[nH]c2c1 | 0.9 | 3 | 2 | 0 | 10 | -4 | 3 | 4 | -3
Cc1sc2nc(CSc3ccccc3)nc(N3CCC(C(N)=O)CC3)c2c1C | 4.7 | 4 | 2 | 2 | 0 | 10 | -3 | -3 | -3
COc1cccc2c1OCC(CN1CCN(CCC(C)C)C(CCO)C1)=C2 (stereo not given) | -0.5 | 4 | 0 | -3 | 0 | -5 | -1 | -5 | 10
O=C(NNC(=O)c1ccccc1-n1cccc1)c1ccc(Cl)cc1 | -1.4 | -3 | 2 | 2 | 62* | 0 | 0 | -5 | 5
CCCn1c(SCC(=O)Nc2cc(C)on2)nc2c1c(=O)n(C)c(=O)n2C | -1.1 | 0 | 3 | 6 | -1 | -2 | 0 | -3 | 5
CCCCCCCCOC(=O)C(NC(=O)CCC(=O)Nc1ccc(S(N)(=O)=O)cc1)C(O)c1ccccc1 (stereo not given) | 1.3 | -1 | 0 | -1 | 2 | -9 | -3 | 3 | 4
